Bioassay records as filed in PubChem BioAssay.
PNC inhibitor = blocks assembly of the perinucleolar compartment | PC3M PTB-GFP, PNC prevalence imaging, 16 h; active compounds read low | activity change (PNC), negative = inhibition, % at 10 µM | actives 3.1% (n = 140,000) | AID 2417;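 active = readout at or below -70, meaning at least 70% loss of cells showing the perinucleolar compartment, a nuclear body marking cancer cells; inconclusive = readout between -30 and a set limit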;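 also: plate controls were DMSO wells for no effect and camptothecin positive control wells for full effect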
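Read-out is percentage of cells bearing a perinucleolar compartment, from automated 20x imaging of fixed, Hoechst-stained PC3M PTB-GFP cells. Cells were seeded 4 h, then exposed 16 h to compound (23 nl of library stock) in duplicate plates.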
12-hLO inh = 12-hLO (ALOX12) enzyme inhibition. P18054. purified 12-hLO, xylenol orange hydroperoxide absorbance. actives 0.12% (n = 150,000). Potency, µM (series often up to 57.1 µM), without a hit: at the top dose activity change, negative = inhibition, hits mostly inhibitors; also: potency is read from the fitted curve at half-maximal effect; nearly all actives have a fitted effect of over 55% in size; many of its hits are not listed in these tables
Target sequence (P18054 whole entry, looked up): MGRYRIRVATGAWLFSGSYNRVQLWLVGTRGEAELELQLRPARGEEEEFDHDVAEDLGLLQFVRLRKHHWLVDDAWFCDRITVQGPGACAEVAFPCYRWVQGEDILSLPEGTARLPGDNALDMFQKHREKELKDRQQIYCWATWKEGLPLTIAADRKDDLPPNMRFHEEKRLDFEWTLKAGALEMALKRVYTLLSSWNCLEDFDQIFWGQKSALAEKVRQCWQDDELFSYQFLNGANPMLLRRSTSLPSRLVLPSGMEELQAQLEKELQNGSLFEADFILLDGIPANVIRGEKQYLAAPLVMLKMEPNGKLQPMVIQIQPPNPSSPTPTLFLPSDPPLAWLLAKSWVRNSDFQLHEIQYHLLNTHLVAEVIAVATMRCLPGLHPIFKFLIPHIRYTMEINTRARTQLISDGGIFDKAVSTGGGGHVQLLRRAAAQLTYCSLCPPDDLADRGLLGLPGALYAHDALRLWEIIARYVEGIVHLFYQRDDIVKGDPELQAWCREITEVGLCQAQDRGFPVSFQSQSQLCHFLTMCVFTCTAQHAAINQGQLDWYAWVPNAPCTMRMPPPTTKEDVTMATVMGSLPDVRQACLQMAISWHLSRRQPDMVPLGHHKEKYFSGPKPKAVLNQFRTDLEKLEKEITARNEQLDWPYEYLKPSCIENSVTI
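Purified human 12hLO (150 nM final) was preincubated with compounds for 15 min at room temperature in 25 mM Hepes pH 7.0, 0.01% Triton X-100, then reacted with 40 uM arachidonic acid for 30 min. Hydroperoxide was detected with ferrous iron/xylenol orange.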
IMPase cell inh = membrane-permeable compound that blocks inositol monophosphatase | AID 901 | 120,000 tested, under 10 active | inhibition (IP1 accumulation), % at 46.1 µM | CHO-M1 cells, IP1 accumulation, HTRF TR-FRET ratio | P97697; active = well fitted curve in the direction sought with a large enough effect in the signal ratio, not every such curve was filed as active; inconclusive = small, poorly fitted or top-dose-only effect, or a change in a side signal; inactive = no such curve, though single readings can be large or run the other way; the % refers to the signal ratio;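 also: cells stimulated with carbachol in lithium chloride buffer; plate controls were DMSO basal wells for no effect and reference inhibitor wells for full effect; higher means more IMPase inhibition seen as more IP1 and lower FRET ratio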
Target sequence (P97697 whole entry, looked up): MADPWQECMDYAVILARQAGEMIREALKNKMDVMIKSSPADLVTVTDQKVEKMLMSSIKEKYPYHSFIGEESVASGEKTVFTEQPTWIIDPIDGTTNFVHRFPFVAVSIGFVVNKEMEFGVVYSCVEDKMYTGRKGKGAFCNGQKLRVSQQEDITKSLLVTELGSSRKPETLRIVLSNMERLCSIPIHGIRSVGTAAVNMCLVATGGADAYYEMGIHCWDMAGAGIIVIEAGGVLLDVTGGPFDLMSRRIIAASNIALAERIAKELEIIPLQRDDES
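Carbachol-driven Gq signalling in CHO-M1 cells (2000/well) generates IP1. Compounds that block IMPase raise IP1 and so reduce the FRET signal from Eu-anti-IP1 and d2-IP1 after a 10 min room-temperature lysis.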
ALOX15B inhib = inhibitors of human 15-lipoxygenase 2 (ALOX15B). Potency, µM (highest dose often 57.1 µM), for the others: at the highest dose activity change, negative = inhibition, usual class: inhibitors. purified 15hLO-2, xylenol orange hydroperoxide absorbance. O15296. actives 0.56% (n = 110,000). AID 881; also: potency is read from the fitted curve at half-maximal effect; nearly all actives have a fitted effect of over 60% in size; many of its hits are not listed in these tables
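Enzyme 50 nM, AA 45 uM, 25 mM Hepes pH 7.5 + 0.01% Triton X-100; cpd preinc 15 min RT, rxn 90 min RT; stop/detect with 200 uM XO + 300 uM Fe(II) in 50 mM H2SO4, 30 min; A573/A405.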
An asterisk follows results filed as active; ? = inconclusive; / = no result given; & = joins results of further samples; [ ] = dose if it differs, or a comment. Unless noted, calls follow the shape of the dose curve; as a rule, active = well fitted curve in the direction sought with a large enough effect; inconclusive = small, poorly fitted or top-dose-only effect, or another doubt; inactive = no such curve, though single readings can be large; an effect the other way counts as inactive or inconclusive. Unless noted, % is scaled to controls: 0 for no effect and ±100 for the full control effect. An excerpt, so the mix of outcomes need not match the whole.

SMILES | PNC inhibitor | 12-hLO inh | IMPase cell inh | ALOX15B inhib
CN1CCN(S(=O)(=O)c2ccc(NC(=S)NC(=O)C3CCC3)cc2)CC1 | -16 | 9% | / | /
COc1ccc(-n2cnnc2SCc2cnc(-c3ccccc3)s2)cc1 | 40 | 3% | 2 | 0%
CC(=O)Oc1ccc(C(=O)Cc2ccc3ccccc3n2)c(O)c1C | ? | 3% | / | /
Cc1ccc(B(O)O)cc1 | / | 2% | / | 0%
CCOC(=O)N1CCC(NC(=O)c2ccc3nc4ccccc4c(=O)n3c2)CC1 | -13 | -3% | -2 | 6%
O=C(Nc1ccc(Br)cn1)C1CCCN1S(=O)(=O)c1ccccc1 (stereo not drawn) | 125 | -5% | 2 | 1%
CC1=C(C(=O)OC(C)C)C(c2cccc(F)c2)N2C(=O)C(C)SC2=N1 (stereo not drawn) | -22 | 1% | -7 | -15%
O=C(N/N=C/c1ccco1)c1cc(-c2ccc3ccccc3c2)n[nH]1 | -17 | -9% | -2 | 0%
Cc1cc[n+](-c2nc3ccccc3nc2[N-]S(=O)(=O)c2cccs2)cc1C | 5 | -4% | 8 | /
CCOC(=O)C1CCCN(C(=O)c2ccc(OC(C)=O)cc2)C1 (stereo not drawn) | ? | 2% | 6 | -3%
CCOC(=O)N1CCN(C(=O)c2ccc(NC(=O)CC)cc2)CC1 | 2 | 7% | 5 | -1%
O=C(Nc1ccccc1C(=O)NCC1CCCO1)c1ccco1 (stereo not drawn) | -28 | 2% | 3 | 1%
Nc1nc(Cl)nc(N(c2ccccc2)c2ccccc2)n1 | ? | -2% | 9 | /
CCOc1c(Cl)cc(Cl)cc1CNCCNCCO | 15 | 13% | -23 | 75%[activator]
O=C(CNS(=O)(=O)c1c(Cl)cccc1Cl)OCc1csc(-c2ccccc2)n1 | ? | -3% | / | /

Entries of single compounds from above. Order of screens: PNC inhibitor, 12-hLO inh, IMPase cell inh, ALOX15B inhib
`O=C(Nc1ccccc1C(=O)NCC1CCCO1)c1ccco1` (stereo not drawn) reads -28, 2%, 3, 1%
`CCOC(=O)N1CCC(NC(=O)c2ccc3nc4ccccc4c(=O)n3c2)CC1` reads -13, -3%, -2, 6%
`CN1CCN(S(=O)(=O)c2ccc(NC(=S)NC(=O)C3CCC3)cc2)CC1` reads -16, 9%, /, /
`Cc1cc[n+](-c2nc3ccccc3nc2[N-]S(=O)(=O)c2cccs2)cc1C` reads 5, -4%, 8, /

4 entries drawn at random from those above:
SMILES | PNC inhibitor | 12-hLO inh | IMPase cell inh | ALOX15B inhib
O=C(Nc1ccccc1C(=O)NCC1CCCO1)c1ccco1 (stereo not drawn) | -28 | 2% | 3 | 1%
CC(=O)Oc1ccc(C(=O)Cc2ccc3ccccc3n2)c(O)c1C | ? | 3% | / | /
CN1CCN(S(=O)(=O)c2ccc(NC(=S)NC(=O)C3CCC3)cc2)CC1 | -16 | 9% | / | /
O=C(CNS(=O)(=O)c1c(Cl)cccc1Cl)OCc1csc(-c2ccccc2)n1 | ? | -3% | / | /

Continuation.
SMILES | PNC inhibitor | 12-hLO inh | IMPase cell inh | ALOX15B inhib
Cn1cc(S(=O)(=O)N2CCc3ccccc3C2)c(=O)n(C)c1=O | ? | -1% | 5 | -3%
O=C(Nc1nc(-c2ccccc2Cl)cs1)c1cccnc1 | -23 | -6% | -5 | -7%
O=C1NCCCC1C(=O)Nc1cccc(C(F)(F)F)c1 (stereo not drawn) | 13 | 1% | 1 | 5%
CCN(CC)S(=O)(=O)c1cc(C(=O)Nc2nncs2)c(Cl)cc1Cl | -4 | 2% | 21 | 0%
O=C(NNC(=S)Nc1ccc(Br)cc1Cl)c1ccncc1 | ? | -4% | -2 | /
c1ccc2c(c1)c1ccccc1n2Cn1c2ccccc2c2ccccc21 | / | -3%[11.4 µM] | / | -2%[11.4 µM]
COC(=O)C1=CN(C)C=C(C(=O)OC)C1c1ccc(O)c(OC)c1 | 25 | -6% | 2 | -17%
Cc1ccc(/C=N/NC(=O)Cc2cccn2C)s1 | 20 | -7% | / | /
Cn1cccc1C(=O)N1CCC[C@@]2(CCN(c3ccccn3)C2)C1 | / | 6% | / | -1%
COc1ccc(Cc2nnc(N/N=C/c3ccccc3O)[nH]c2=O)cc1OC | -85* | -6% | / | /
O=C(Nc1ccc(Cl)cc1Cl)C1=Cc2ccccc2OC1 | 16 | 12% | -6 | -4%
C/C(=N\NC(=O)c1ccc(Cn2cc(Br)cn2)o1)c1cccc(NC(=O)C(C)C)c1 | 18 | 1% | / | /
Cc1cc(NC(=O)c2ccc(S(=O)(=O)N(C)C)cc2)n(-c2ccccn2)n1 | ? | -2% | 2 | -14%
COC(=O)Nc1ccc2c(c1)ncn2C1CCCCC1 | -21 | -2% | -9 | 43%[activator]
CCOC(=O)C(C(=O)OCC)C(CC(=O)C1CC1)c1ccccc1 (stereo not drawn) | -22 | -5% | 4 | -11%
Cc1cccc(OCCNC(=O)c2ccc(Oc3ccc(C(F)(F)F)cc3[N+](=O)[O-])cc2)c1 | 25 | -1% | -2 | 11%
Cc1cccc(NC(=O)CSc2nnc(CCC(=O)Nc3ccc(C)c(Cl)c3)n2C)c1 | 11 | 0% | 3 | -3%
CCOc1cc(NC(=O)c2ccco2)c(OCC)cc1NC(=O)CCC(=O)NCc1cccnc1 | ? | -4% | -8 | 7%[2.29 µM]
Cn1nc(-c2ccc(Cl)cc2)c2cc(C(=O)N3CCN(C(=O)c4ccco4)CC3)sc21 | -12 | -8% | 3 | 21%
C/C(=N\NC(=O)c1cccc(S(=O)(=O)Nc2cccc(Cl)c2)c1)c1cccs1 | ? | -1% | -5 | /
COC(=O)C1=C(C)N(c2cccc(C(C)=O)c2)C(=O)C1 | 13 | -4% | 4 | -15%
CC(C)(C)C1CCC2(CC1)NC(=S)N(c1ccccc1)N2 (stereo not drawn) | 169 | -23% | -7 | /
O=C(CCCC(=O)N(CC(=O)NC1CCCC1)Cc1ccc(F)cc1)Nc1ccccn1 | ? | 4% | 8 | -6%
Cc1ccnc2c(N3C(=O)C4C5C=CC(C5)C4(C)C3=O)cccc12 (stereo not drawn) | -6 | 5% | -4 | 1%
CC(=O)c1c(N2CCN(c3ccccc3)CC2)nc(=S)n(-c2ccccc2)c1C | 16 | -11% | 11 | -15%
COc1ccc(N2CCN(Cc3nc(N)nc(Nc4ccccc4OC)n3)CC2)cc1 | 19 | -1% | -4 | 18%
N#C/C(=C/c1ccc(N2CCOCC2)c([N+](=O)[O-])c1)C(N)=O | -22 | -4% | 0 | -19%
Cc1cc(C)cc(OCC(=O)OC/C(O)=C(\C#N)c2nc3ccccc3[nH]2)c1 | 73 | 0% | -19 | /
CCOC(=O)Nc1cc(=O)c2ccccc2o1 | 53 | -1% | 6 | 1%
C#CCCCCCCCCCCCCCCCC(=O)O | / | -4%&0% | -3 | 19%
O=C(CSc1nnc(Nc2ccccc2)s1)NCc1cccs1 | 6 | 3% | -7 | /
COC(=O)COc1ccc(S(=O)(=O)Nc2ccccc2SC)cc1 | 86 | -1% | 4 | /
CCOC(=O)c1nnn(-c2nonc2-n2cccc2)c1CCl | 21 | -3% | 10 | 7%
Cc1ccc2nc(-c3ccc(NS(=O)(=O)c4ccccc4)cc3)sc2c1 | -17 | -7% | / | /
O=C(CCc1ccc(S(=O)(=O)N2CCOCC2)cc1)Nc1ccc(N2CCOCC2)cc1 | 19 | -7% | 1 | -9%
O=c1c2ccccc2n(Cc2cccc(F)c2)c(=O)n1C1CCCC1 | -5 | -3% | 0 | -1%
Cc1ccc2nsnc2c1S(=O)(=O)NCc1ccncc1 | 10 | 3% | 0 | /
COC(=O)CCC/C=C1/SCC(NC(=O)c2ccccc2)C1O (stereo not drawn) | ? | -1% | 10 | ?
O=C(CSc1ncnc2scc(-c3ccccc3)c12)N1CCN(Cc2ccc3c(c2)OCO3)CC1 | -12 | 1% | 13 | /
CCCCN(C(=S)Nc1ccccc1)C1CCS(=O)(=O)C1 (stereo not drawn) | ? | -8% | 6 | -1%
CCOc1ccc2nc(NS(C)(=O)=O)sc2c1 | 26 | -1% | -10 | -16%
COn1c(=O)c(=O)n(OC)c2ccccc21 | ? | -7% | 0 | -1%
O=C(CCCN1C(=O)/C(=C/c2ccccc2Cl)SC1=S)NNC(=O)c1ccccc1Cl | 33 | -2% | 2 | /
Cn1c(CN2CCOCC2)nnc1SCC(N)=O | -23 | -6% | 2 | 6%
COc1cc(OC)c(-c2nnc3n(CCc4ccccc4)c(=O)c4ccccc4n23)cc1OC | -19 | 2% | 1 | /
CCC(C(=O)N1CCc2cc(OC)c(OC)cc2C1)c1ccccc1 (stereo not drawn) | ? | 2% | 7 | -5%
CC1CCN(c2c(NCc3ccc(C(=O)N4CCc5ccccc54)cc3)c(=O)c2=O)CC1 | ? | 1% | -1 | -17%
CCn1cc(/C=C/C(=O)Nc2ccn(Cc3c(F)c(F)c(F)c(F)c3F)n2)cn1 | -2 | -2% | / | /
C=CCn1c(NCCOC)nc2c1c(=O)n(C)c(=O)n2C | -14 | -3% | ? | -1%
COc1ccc(NC2=Nc3cccc4cccc2c34)cc1 | 68 | -11% | / | /
Cc1ccc(C)c(N(CC(=O)N(C)C)S(C)(=O)=O)c1 | -3 | 8% | 8 | -2%
CN1CCN(Cc2c(O)c(Cl)cc3c(-c4ccccc4)cc(=O)oc23)CC1 | 23 | -9% | -13 | -4%
O=C(NCC1CCCO1)c1cc(-c2ccc(Cl)cc2Cl)on1 (stereo not drawn) | 29 | 1% | 10 | 3%
O=C(COC(=O)CCc1c[nH]c2ccccc12)NC(c1ccccc1)c1ccccc1 | ? | 1% | 4 | /
Cc1ccc(-c2nn3c(C)nnc3s2)cc1NC(=O)c1ccc(-c2ccc(Cl)cc2Cl)o1 | 4 | 14% | -1 | ?
Cc1ccc2cc(CN(C(=O)c3ccco3)c3ccccc3)c(=O)[nH]c2c1 | 25 | -26% | 6 | -20%
Cc1[nH]c2ccccc2c1/C=C(\C#N)C(=O)NC(C)c1ccccc1 (stereo not drawn) | ? | -3% | -4 | -14%
Cc1cc(C)c(NC(=O)C(C)OC(=O)c2cc(Br)c(Br)s2)c(C)c1 (stereo not drawn) | 76 | -2% | / | /
COc1ccccc1C/C(N)=N/OC(=O)c1cccc([N+](=O)[O-])c1 | 15 | -7% | 3 | -1%
Cn1nc(C(F)(F)F)c2cc(C(=O)Nc3ccc(Cl)cc3)sc21 | 28 | -4% | -3 | -2%

The list continues:
SMILES | PNC inhibitor | 12-hLO inh | IMPase cell inh | ALOX15B inhib
O=C(CCCN1C(=O)/C(=C/c2cccs2)SC1=S)NNC(=O)c1ccc(F)cc1 | -19 | 1% | / | /
Cc1ccc(CNC(=O)c2ccc(CNc3c(N4CCCC4)c(=O)c3=O)cc2)cc1 | 5 | -5% | 0 | 2%
CC(/C=C1\N=C(SCc2ccccc2)SC1=O)=C\c1ccccc1 | ? | -4% | / | /
Cc1ccc(/C=C2/C(=O)N(c3ccccc3)C(=S)N2C)o1 | 16 | -6% | / | /
Cc1ccccc1CS(=O)(=O)CCC(=O)NCCCN1CCOCC1 | 86 | 3% | -2 | -8%
COCCN1C(=O)N[C@H](c2cccc(C(F)(F)F)c2)C(C(=O)OC)=C1C | 22 | 10% | / | /
CN1CCN(/C=C2\SC(=S)NC2=O)CC1 | 22 | -6% | -3 | -22%
COc1ccc(-c2csc(N(Cc3ccccc3)C(=O)COc3ccc(Cl)cc3)n2)cc1 | ? | -4% | 5 | 1%
Cc1cccc(NC(=O)Nc2cccc(C#N)c2)n1 | 19 | -3% | -3 | -4%
Cc1ccccc1NC(=O)C(c1ccccc1)C1CCCC1 (stereo not drawn) | 90 | -1% | / | /

Only 12-hLO inh and PNC inhibitor, for some of the entries so far:
SMILES,12-hLO inh,PNC inhibitor
O=C(CCCC(=O)N(CC(=O)NC1CCCC1)Cc1ccc(F)cc1)Nc1ccccn1,4%,?
O=C(CSc1nnc(Nc2ccccc2)s1)NCc1cccs1,3%,6
